Rab2A wt mod: modulators of GTP binding to Rab2A wildtype, primary screen, biochemical, dog, bead-based flow cytometry, multiplex; Ras-related protein Rab-2A (Canis lupus familiaris), P61105; GST-Rab2 wt beads, Bodipy-GTP binding; GTP binding activity, % at 10 µM; 190,000 tested, 0.19% active; AID 760, 2007;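 active means GTP binding activity at least 20 points away from 100%, either lowered or raised; inconclusive means signal likely due to the compound's own green fluorescence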;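 further: 0% = beads with excess unlabeled GTP and 100% = no-compound control corrected for plate trend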
Pf gamet viab: late stage P. falciparum gametocyte viability inhibitors, primary screen, ATP luminescence, HTS; P. falciparum stage V gametocytes, 24 h; inhibition, % at 10.9 µM; 150,000 tested, 0.065% active;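 active means inhibition above the mean plus 3 SD of compounds within the control limits, set per campaign, cut at about 38% in these data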;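 further: 0% = DMSO wells and 100% = medium only without gametocytes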
Cdc42 wt: modulators of GTP binding to wildtype Cdc42, primary screen, biochemical, multiplex bead flow cytometry, Bodipy-GTP. Cell division control protein 42 homolog (Homo sapiens), P60953. GST-Cdc42 beads; actives lie on both sides. percent activity (GTP binding), % at 10 µM. 190,000 tested, 0.2% active. AID 761, 2007;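 active means percent activity GTP binding at least 20 points away from the 100% baseline, either down as inhibitor or up as activator; inconclusive means compound flagged as likely green fluorescent from well-wide comparison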;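 further: median bead fluorescence of bound Bodipy-FL-GTP at 100 nM; 0% = excess unlabeled GTP control and 100% = no compound control; below 100% means less GTP binding so inhibitor and above means activator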
Target sequence (P60953 whole entry, looked up): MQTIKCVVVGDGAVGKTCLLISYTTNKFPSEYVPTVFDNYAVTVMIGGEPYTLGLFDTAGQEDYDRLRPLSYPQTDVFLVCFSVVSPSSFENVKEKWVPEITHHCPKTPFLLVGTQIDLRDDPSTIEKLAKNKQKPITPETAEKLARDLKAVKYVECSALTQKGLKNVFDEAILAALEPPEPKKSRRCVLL
HRas wt GTP: modulators of GTP binding to HRas wildtype, primary screen, biochemical, bead-based flow cytometry, multiplex | GST-Ras wt beads, Bodipy-FL-GTP binding; actives lie on both sides | GTP binding activity, % at 10 µM | 190,000 tested, 0.14% active;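 active means GTP binding activity at least 20% away from the 100% baseline, either lowered as inhibitor or raised as activator; inconclusive means flagged as likely green fluorescent, judged across all proteins in the well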;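 further: 0% = unlabeled GTP competition control and 100% = no-compound control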
Target sequence (P01112 whole entry, looked up): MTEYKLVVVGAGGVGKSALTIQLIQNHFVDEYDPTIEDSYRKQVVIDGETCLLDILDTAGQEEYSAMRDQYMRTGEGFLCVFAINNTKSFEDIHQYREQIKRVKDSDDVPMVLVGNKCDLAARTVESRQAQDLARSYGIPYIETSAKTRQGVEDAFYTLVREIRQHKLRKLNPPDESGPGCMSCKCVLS
GSH fluor: compound fluorescence on glutathione beads, profiling panel, artefact control, biophysical, 488/530 nm, flow cytometry | 190,000 tested, 0.25% active | GSH beads flow cytometry, compound fluorescence 488/530 nm; hits give high values | fluorescence (KMESF) at 10 µM; in the data active means fluorescence above about 89;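 further: glutathione beads carrying GST-tagged Bcl family fusion proteins plus one bare bead set; values are compound well signal with DMSO vehicle wells as background; inactives centre near 16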
ABCG2 inh: ABCG2 efflux pump inhibitors, primary screen, multiplex with ABCB1, IgMXP3 cells, flow cytometry. 190,000 tested, 0.1% active. inhibition, % at 6.6 µM. JC-1 efflux;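 active means inhibition above 80%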;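 further: 0% = DMSO and 100% = nicardipine control wells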
Target sequence (Q9UNQ0 whole entry, looked up): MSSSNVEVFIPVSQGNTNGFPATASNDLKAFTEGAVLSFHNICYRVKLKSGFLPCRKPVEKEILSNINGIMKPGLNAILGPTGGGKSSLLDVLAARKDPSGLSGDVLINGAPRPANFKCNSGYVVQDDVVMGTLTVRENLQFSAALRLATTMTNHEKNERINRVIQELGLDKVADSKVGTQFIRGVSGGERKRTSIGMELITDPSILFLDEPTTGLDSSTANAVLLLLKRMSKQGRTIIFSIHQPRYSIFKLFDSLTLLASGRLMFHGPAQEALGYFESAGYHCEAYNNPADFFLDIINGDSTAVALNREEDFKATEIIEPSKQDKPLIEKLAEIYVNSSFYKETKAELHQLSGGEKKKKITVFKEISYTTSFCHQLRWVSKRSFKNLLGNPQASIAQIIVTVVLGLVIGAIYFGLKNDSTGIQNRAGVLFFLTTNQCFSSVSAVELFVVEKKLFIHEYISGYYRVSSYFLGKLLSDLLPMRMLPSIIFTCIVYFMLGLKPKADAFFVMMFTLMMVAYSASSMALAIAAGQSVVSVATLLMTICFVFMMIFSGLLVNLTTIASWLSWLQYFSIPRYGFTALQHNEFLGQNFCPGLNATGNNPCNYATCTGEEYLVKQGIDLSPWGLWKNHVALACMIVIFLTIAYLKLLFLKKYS
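Test system: ABCG2 IgMXP3 and barcoded ABCB1 CCRF-Adr cell mix; Schedule: cells with compound and JC-1, 10 min at 25 °C, rotating, no wash; Technique: flow cytometry of retained JC-1 fluorescence; Measure: % inhibition of efflux relative to nicardipine and DMSO; Controls: nicardipine high and DMSO low controls.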
ABCB1 inh: ABCB1 efflux pump inhibitors, primary screen, cell-based, multiplex, flow cytometry, ABCG2 counter-screen; ATP-dependent translocase ABCB1 (Homo sapiens), P08183; CCRF-Adr cells, JC-1 efflux; inhibition, % at 6.6 µM; 190,000 tested, 0.067% active; AID 1326, 2008; in the data active means inhibition above about 40%;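 further: 0% = vehicle and 100% = reference inhibitor; higher value means more JC-1 retained so stronger ABCB1 efflux block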
Rac1 mut GTP: GTP binding modulators of activated mutant Rac1, primary screen, biochemical, bead-based flow cytometry, multiplex, fluorescent GTP; percent activity (GTP binding), % at 10 µM; GST-Rac1 activated beads; actives lie on both sides; 100% means binding = to untreated wells; Ras-related C3 botulinum toxin substrate 1 (Homo sapiens), P63000; 190,000 tested, 0.11% active;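 active means GTP binding at least 20 percentage points away from the 100% baseline, in either direction, so actives lie on both sides; inconclusive means Compound likely fluorescent itself, or too few beads counted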
Rac1 wt GTP bind: wildtype Rac1 GTP binding modulators, primary screen, biochemical, GST-Rac1 beads, flow cytometry, multiplex; Ras-related C3 botulinum toxin substrate 1 (Homo sapiens), P63000; 190,000 tested, 0.27% active; AID 757, 2007; fluorescent GTP binding; actives lie on both sides; 0 = cold GTP competed, 100 = untreated; GTP binding activity (% of control), % at 10 µM;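 active means GTP binding activity at least 20 points away from the 100% control level, either lower or higher; inconclusive means compound flagged as likely green fluorescent, judged across all proteins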
Rab7 wt GTP bind: modulators of GTP binding to Rab7, primary screen, biochemical, wildtype, multiplex bead flow cytometry; GST-Rab7 beads, fluorescent GTP binding; actives lie on both sides; untreated = 100%, excess cold GTP = 0%; GTP binding activity (percent of control), % at 10 µM; 190,000 tested, 0.055% active; AID 758, 2007;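 active means fluorescent GTP binding to Rab7 beads changed by at least 20 points from the 100% baseline, either direction, mostly lower; inconclusive means compound itself probably fluorescent, or too few beads counted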;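 further: median green fluorescence of bound Bodipy-FL-GTP per Rab7 bead population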
Avidin bead fluor: green autofluorescence of compounds with avidin beads – biophysical, 488/530 nm, flow cytometry, artefact control, profiling panel. compound fluorescence 488/530 nm; hits give high values. AID 1775, 2009. 220,000 tested, 0.38% active. fluorescence (KMESF) at 10 µM; in the data active means fluorescence above about 47; further: inactives centre near 10
Active calls of the source: *; u = inconclusive; x = no result given; & = joins results of further samples. Compounds as they come; overall some 1.1% were active at least once.

Molecule	Rab2A wt mod	Pf gamet viab	Cdc42 wt	HRas wt GTP	GSH fluor	ABCG2 inh	ABCB1 inh	Rac1 mut GTP	Rac1 wt GTP bind	Rab7 wt GTP bind	Avidin bead fluor
Cc1cc(CSc2nc(C)cc(=O)[nH]2)c2ncccc2c1	97	x	93	95	11	0	0.1	94	96	97	23
O=C(/C=C/c1ccccc1)NC1CC2CCC1C2 (stereo not drawn)	96	-1	98	96	7	9	0.3	98	102	98	17
FC(F)(F)c1cccc(Sc2nc(-c3ccccc3)nnc2C(F)(F)F)c1	102	-15	101	102	18	-1	-0.4	99	102	103	13
FC(F)(F)c1ccccc1NC1=NCCC1	97	1	99	100	18	-1	-1.4	96	98	106	10
CC1=C/C(=N\OS(=O)(=O)c2ccccc2)C(C(C)C)=CC1=O	98	x	100	102	12	-5	x	101	104	102	5
CC(NC(=O)CN1C(=O)NC(Cc2ccccc2)(Cc2ccccc2)C1=O)C12CC3CC(CC(C3)C1)C2 (stereo not drawn)	102	8	105	101	34	8	0.2	101	103	99	15
Cc1cc(C(=O)CSc2nnc(N)s2)c(C)n1Cc1ccco1	100	-6	95	98	11	21	0.8	96	99	103	11
COc1cccc(C=Nc2cc(C)on2)c1O	98	x	101	99	76	1	-0.2	98	100	99	11
O=C(Nc1nnc(SCc2ccc(F)cc2)s1)c1cnccn1	92	-15	89	94	19	10	1.1	89	93	93	9
Cc1nc(NC(=O)C2CC2)sc1C(=O)N(C)C	104	-5	100	104	14	1	0.7	101	107	100	21
O=C(NCCCN1CCN(c2ccc(F)cc2)CC1)c1cccc(N2CCCC2=O)c1	96	x	100	98	16	6	0.8	98	97	96	23
O=C1OC(c2ccccc2)=C/C1=C/c1cccs1	101	-9	104	103	6	-2	-0.7	102	104	104	13
O=C1CCCC2=C1C(c1ccncc1)c1c(nc(SCc3ccccc3)[nH]c1=O)N2 (stereo not drawn)	93	x	96	97	17	1	0.3	93	94	94	34
CCNC(=O)CC1C(=O)N(c2ccccc2)C(=O)N1CCc1ccc(OC)cc1 (stereo not drawn)	105	x	106	105	25	11	2.6	102	105	104	7
Cc1cc(C)c(C)c(S(=O)(=O)NCC(=O)O)c1C	100	x	101	98	15	0	0.0	97	101	98	33
CCNC(=S)NNC(=O)C1CCCCC1	101	x	102	100	67	1	0.7	101	100	97	7
Cc1csc(N/N=C/c2ccccn2)n1	99	-10	99	99	25	5	0.2	97	99	97	9
Cc1cc(C)n(CC(=O)N/N=C/c2cc([N+](=O)[O-])ccc2O)n1	99	-22	101	100	11	15	0.0	100	102	99	18
Cc1cccc(N2C(=O)CCC2=O)n1	100	14	98	102	10	9	2.5	100	105	103	6
CC(C)=CCSc1nnc(CCNC(=O)OC(C)(C)C)o1	96	14	101	99	5	3	0.5	98	100	95	8
CC(=O)Nc1ccc(OCC(O)Cn2ccnc2)cc1 (stereo not drawn)	96	-20	93	96	9	0	-0.5	95	96	101	8
Cc1ccsc1/C=N/Nc1nc2ccccc2[nH]1	97	-24	99	98	17	1	0.1	99	98	101	8
CCn1c(=N)c(C(=O)NCCCOC)cc2c(=O)n3cccc(C)c3nc21	u	x	u	u	13	1	0.2	u	u	u	38
Cc1ccc2c(CN3CCCc4ccccc43)cc(=O)oc2c1C	95	x	98	99	25	-1	-2.2	95	94	96	14
CCCCn1c(=O)c(CCC(=O)OCC(=O)Nc2ccc(F)c(Cl)c2)nc2ccccc21	96	-11	99	98	6	11	2.6	97	101	98	5
CCOC(=O)c1c(NC(C)=O)sc2c(O)c(Br)ccc12	100	-2	104	103	65	3	0.2	99	106	103	11
CC(C)c1ccc(NC(=S)NNC(=O)C2CC2)cc1	98	18	97	97	20	7	0.7	99	98	97	6
Cc1ccc(Cl)cc1NC(=O)c1cnn2c1NC(c1ccco1)CC2C(F)(F)F (stereo not drawn)	99	x	100	99	40	3	0.6	98	99	102	7
O=C(/C=C\c1ccco1)Oc1cccc2cccnc12	95	-10	94	97	14	0	-0.4	94	96	93	6
CCc1ccccc1NC1c2ccccc2C(=O)N1c1cc(C)ccn1 (stereo not drawn)	99	x	102	102	16	2	0.6	98	104	104	27

Given with values under each structure: part of the list above.
Sequence of screens: Rab2A wt mod | Pf gamet viab | Cdc42 wt | HRas wt GTP | GSH fluor | ABCG2 inh | ABCB1 inh | Rac1 mut GTP | Rac1 wt GTP bind | Rab7 wt GTP bind | Avidin bead fluor
- Cc1cc(CSc2nc(C)cc(=O)[nH]2)c2ncccc2c1
 : 97 | x | 93 | 95 | 11 | 0 | 0.1 | 94 | 96 | 97 | 23
- O=C(/C=C/c1ccccc1)NC1CC2CCC1C2 (stereo not drawn)
 : 96 | -1 | 98 | 96 | 7 | 9 | 0.3 | 98 | 102 | 98 | 17
- FC(F)(F)c1cccc(Sc2nc(-c3ccccc3)nnc2C(F)(F)F)c1
 : 102 | -15 | 101 | 102 | 18 | -1 | -0.4 | 99 | 102 | 103 | 13
- FC(F)(F)c1ccccc1NC1=NCCC1
 : 97 | 1 | 99 | 100 | 18 | -1 | -1.4 | 96 | 98 | 106 | 10
- CC1=C/C(=N\OS(=O)(=O)c2ccccc2)C(C(C)C)=CC1=O
 : 98 | x | 100 | 102 | 12 | -5 | x | 101 | 104 | 102 | 5
- CC(NC(=O)CN1C(=O)NC(Cc2ccccc2)(Cc2ccccc2)C1=O)C12CC3CC(CC(C3)C1)C2 (stereo not drawn)
 : 102 | 8 | 105 | 101 | 34 | 8 | 0.2 | 101 | 103 | 99 | 15
- Cc1cc(C(=O)CSc2nnc(N)s2)c(C)n1Cc1ccco1
 : 100 | -6 | 95 | 98 | 11 | 21 | 0.8 | 96 | 99 | 103 | 11
- COc1cccc(C=Nc2cc(C)on2)c1O
 : 98 | x | 101 | 99 | 76 | 1 | -0.2 | 98 | 100 | 99 | 11
- O=C(Nc1nnc(SCc2ccc(F)cc2)s1)c1cnccn1
 : 92 | -15 | 89 | 94 | 19 | 10 | 1.1 | 89 | 93 | 93 | 9
- Cc1nc(NC(=O)C2CC2)sc1C(=O)N(C)C
 : 104 | -5 | 100 | 104 | 14 | 1 | 0.7 | 101 | 107 | 100 | 21
- O=C(NCCCN1CCN(c2ccc(F)cc2)CC1)c1cccc(N2CCCC2=O)c1
 : 96 | x | 100 | 98 | 16 | 6 | 0.8 | 98 | 97 | 96 | 23

(next part)
Molecule	Rab2A wt mod	Pf gamet viab	Cdc42 wt	HRas wt GTP	GSH fluor	ABCG2 inh	ABCB1 inh	Rac1 mut GTP	Rac1 wt GTP bind	Rab7 wt GTP bind	Avidin bead fluor
Cc1c(NC(=O)c2ccccc2)cccc1[N+](=O)[O-]	99	-9	99	99	10	9	1.9	102	103	96	3
CN1C(=O)CSc2ccc(NC(=O)N3CCc4ccccc43)cc21	98	-20	101	100	6	0	0.0	98	101	97	7
COc1cccc2sc(Nc3nnc(-c4ccccc4Cl)o3)nc12	99	x	98	100	16	-3	-0.8	95	99	101	7
CN(C)c1ccc(NC(=O)/C=C/c2c(Cl)cccc2Cl)cc1	97	8	99	97	11	3	-0.1	97	102	98	11
COc1ccc(C2CC(=O)C(C3NCCc4ccccc43)=C(O)C2n2cncn2)cc1 (stereo not drawn)	97	x	98	97	16	-1	-0.4	94	97	98	12
CCN(CC)c1ncnc2c1sc1nc(N3CCOCC3)c3c(c12)CCC3	95	x	95	98	37	13	1.8	94	95	96	12
O=C(CN1C(=O)NC2(CCCCC2)C1=O)Nc1ccc(F)cc1	99	26	95	99	14	-2	-0.3	95	99	106	12
COCCSc1ccccc1C(=O)NCc1ccc(S(N)(=O)=O)cc1	102	x	103	100	22	-9	-0.8	102	107	96	16
CCCc1cc(=O)[nH]c(SCC(=O)Nc2nonc2N)n1	98	x	100	97	22	-2	0.0	96	101	100	18
COc1cc(OC)cc(C(=O)N(CN2CCCC2=O)c2ccccc2OC)c1	107	-4	103	104	14	5	0.9	102	111	105	10
O=C(O)CCS(=O)(=O)Cc1ccccc1F	101	23	101	102	68	0	-0.1	98	100	97	14
O=C(CSc1ncccn1)Nn1cnnc1	100	12	107	102	19	6	0.3	104	108	97	31
CC(C)C[C@H](NC(=O)N1CCN(c2ccccc2)CC1)C(=O)O	102	x	107	103	15	0	0.0	101	110	104	25
C=CCn1c(SCc2cccnc2)nnc1-c1ccncc1	101	18	102	101	48	2	0.3	99	104	98	7
O=C1C2C3C=CC(C4CC34)C2C(=O)N1/N=C/c1ccc([N+](=O)[O-])s1 (stereo not drawn)	101	x	99	100	18	7	0.8	99	102	103	9
COC(=O)c1cc(C(=O)NC(C)(C)CC(C)(C)C)cc([N+](=O)[O-])c1	95	8	95	95	11	1	-0.1	96	97	91	19
C/C(N)=C(/C#N)C(=O)COC(=O)CCS(=O)(=O)c1ccccc1	98	x	99	97	15	1	0.1	95	102	95	22
O=C(Nc1ccccc1)Nc1nnc(-c2ccccc2)o1	101	x	103	101	7	0	-0.3	99	105	99	8
CCOC(=O)c1[nH]c(C)c(C(=O)NCCC2=CCCCC2)c1C	101	x	103	102	23	62	3.2	100	107	99	35
O=C(Nc1ccc([N+](=O)[O-])cc1Br)c1cccnc1	u	-13	u	u	2	22	1.1	u	u	u	12
O=C(N/N=C/c1ccco1)c1cc(=O)[nH]c2ccccc12	100	7	97	100	15	1	0.8	99	100	100	6
CC(=O)c1c(C)[nH]c(C(=O)N2CCN(c3cc(Cl)ccc3C)CC2)c1C	99	x	103	100	29	45	2.0	99	104	98	21
Cn1c(C(O)c2ccc(Cl)cc2)nc(Cl)c1Cl (stereo not drawn)	95	28	100	97	39	4	0.7	93	96	95	14
O=C(O)/C=C/C(=O)Nc1ccc(-c2ccccc2)cc1	97	-16	97	96	14	0	0.3	93	96	101	5&13
O=C(COC(=O)CNC(=O)c1cccc(F)c1)NCCC1=CCCCC1	96	2	100	99	10	35	0.3	98	100	97	23
